B2AR arrestin: qHTS assay of beta-arrestin-biased ligands of beta2-adrenergic receptor | Beta-2 adrenergic receptor (Homo sapiens), P07550 | beta-arrestin recruitment to beta2AR, cell-based reporter | Potency, µM (doses to about 46.1 µM), inactives show at the top dose activation, usual class: activators | hit rate 0.02% among 330,000 | AID 492947, 2010;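 note: potency is the fitted concentration of half-maximal effect; 0% = DMSO controls and full agonism = EC100 isoproterenol or metaproterenol; nearly all actives have a fitted effect of over 65% in size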
uPA generation: qHTS for Inhibitors of Cell Surface uPA Generation. cell surface uPA generation assay, qHTS. Potency, µM (highest dose often 38.3 µM), for the others: at the top dose activity change, negative = inhibition, most hits filed as inhibitors. hit rate 0.31% among 330,000; active = well fitted inhibition curve with a large enough effect; inconclusive = small, poorly fitted or top-dose-only effect; inactive = no such curve, though single readings can be large or run the other way; tested in mouse RAW 264.7 cells; note: potency is the fitted concentration of half-maximal effect; % is set by controls: 0 for no effect and ±100 for the full control effect; nearly all actives have a fitted effect of over 55% in size
ELG1 genotoxic: qHTS screen for small molecules that induce genotoxicity in human embryonic kidney (HEK293T) cells expressing luciferase-tagged ELG1. hit rate 1.3% among 330,000. HEK293T ELG1-luciferase reporter, luminescence, 16 h. Potency, µM (titrated, usually from 46 µM), for the others: at the top dose activity change, positive = activation, usual class: activators; note: potency is the fitted concentration of half-maximal effect; % of control where 0% means no effect; nearly all actives have a fitted effect of over 60% in size
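Cells (2,000/well) expressing the ELG1-luciferase fusion are dosed by pin tool and kept 16 hr at 37 °C, 5% CO2. Signal comes from ONE-Glo luciferase reagent after 30 min at room temperature.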
BRCA1 expr act: qHTS Assay to Identify Small Molecule Activators of BRCA1 Expression. MCF7-BRCA1-FFLuc reporter, luminescence, 48 h; response scale: scaled: vehicle 0%, 10 µM genistein 100%. Potency, µM (series often up to 46.1 µM), inactives show top-dose activation, hits mostly activators. hit rate 1.1% among 380,000; note: potency is the fitted concentration of half-maximal effect; nearly all actives have a fitted effect of over 80% in size; some results filed as inactive show a strong effect at the top dose
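Luminescence from a BRCA1-driven firefly luciferase in MCF7 cells was the read-out, taken 15 min after substrate addition following 48 h compound exposure at 37 °C. Data were normalized to a 10 microM genistein control and DMSO vehicle.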
a7 integrin act: qHTS for Activators of Integrin-Mediated Alleviation for Muscular Dystrophy; alpha7betagal myoblasts, beta-gal FDG fluorescence, 48 h; Potency, µM (highest dose often 38.3 µM), without a hit: at the top dose activation, actives largely listed as activators; hit rate 0.064% among 350,000;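 note: potency is the fitted concentration of half-maximal effect; 100% = response of the positive control SU9516; nearly all actives have a fitted effect of over 60% in size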
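alpha7betagal+/- myoblasts (passage 13, 250/well) treated 48 h at 37C with compounds at 1:260 dilution of DMSO stock. Lysed, then beta-galactosidase activity read as FDG fluorescence (ex 480/em 540) after 30 min, with pre-read for autofluorescence.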
p53 reactivator: qHTS assay for re-activators of p53 using a Luc reporter; H1299 p53-A138V BP100-luciferase reporter, luminescence, 24 h; Potency, µM (titrated, usually from 92.2 µM), for the others: at the top dose activity change, positive = activation, usual class: activators; hit rate 0.063% among 320,000; AID 504706, 2011; note: potency is the fitted concentration of half-maximal effect; % of control where 0% means no effect; nearly all actives have a fitted effect of over 45% in size
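H1299 (p53-null), stable ts p53-A138V + BP100-Luc; 1000 cells/well, Opti-MEM/10% FBS; cpd 4 pt, 1:5; 24 h, 37 deg C, 5% CO2; detection reagent 10 min RT; luminescence.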
TRPV1 agonist: HTS Assay for Compounds that Act as Agonists of the Vanilloid Receptor 1; Transient receptor potential cation channel subfamily V member 1 (Homo sapiens), Q8NER1; TRPV1-expressing cells, Fluo-8 calcium influx, agonist mode; hit rate 0.19% among 320,000; activation, % at 8.33 µM; in the data active = activation above about 80%; inconclusive = between about 30% and that limit; note: 0% is about no effect
Target sequence (Q8NER1 whole entry, looked up): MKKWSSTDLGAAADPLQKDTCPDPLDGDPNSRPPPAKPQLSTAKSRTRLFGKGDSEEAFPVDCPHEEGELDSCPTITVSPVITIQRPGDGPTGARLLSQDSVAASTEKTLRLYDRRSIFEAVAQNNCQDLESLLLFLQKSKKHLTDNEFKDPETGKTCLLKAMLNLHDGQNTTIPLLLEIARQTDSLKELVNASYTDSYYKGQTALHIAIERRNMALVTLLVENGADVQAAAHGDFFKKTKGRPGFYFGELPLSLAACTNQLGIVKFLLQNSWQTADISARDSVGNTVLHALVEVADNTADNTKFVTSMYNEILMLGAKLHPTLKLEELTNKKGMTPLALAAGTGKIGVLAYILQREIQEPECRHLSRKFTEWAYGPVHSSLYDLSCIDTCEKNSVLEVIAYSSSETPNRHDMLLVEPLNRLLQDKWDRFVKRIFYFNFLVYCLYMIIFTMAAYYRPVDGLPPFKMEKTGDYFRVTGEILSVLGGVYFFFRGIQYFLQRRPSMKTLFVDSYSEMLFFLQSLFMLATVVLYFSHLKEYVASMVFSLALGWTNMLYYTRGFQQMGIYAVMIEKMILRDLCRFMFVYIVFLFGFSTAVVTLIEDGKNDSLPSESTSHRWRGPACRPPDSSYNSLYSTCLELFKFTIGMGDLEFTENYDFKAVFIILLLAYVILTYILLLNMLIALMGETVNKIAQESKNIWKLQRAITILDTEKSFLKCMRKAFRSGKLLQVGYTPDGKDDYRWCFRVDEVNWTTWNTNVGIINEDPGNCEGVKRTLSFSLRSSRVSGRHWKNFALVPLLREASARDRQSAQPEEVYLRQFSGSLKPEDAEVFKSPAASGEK
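Fluo-8 calcium influx in TRPV1-expressing cells, kinetic read (ex 480/em 520 nm). Compound added and read 3 min for agonist activity, followed by capsaicin at EC20 final and 2 min further read for enhancement.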
Eya2 phos inh: qHTS Assay for Inhibitors of the Phosphatase Activity of Eya2 | Protein phosphatase EYA2 (Homo sapiens), O00167 | recombinant Eya2, OMFP fluorescence dephosphorylation (OMFP is methylfluorescein phosphate) | Potency, µM (series often up to 76.9 µM), for inactives: at the highest dose activity, negative = inhibition, hits mostly inhibitors | hit rate 0.006% among 330,000 | AID 488837, 2010; note: potency is the fitted concentration of half-maximal effect; % is set by controls: 0 for no effect and ±100 for the full control effect
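Eya2 protein (added as 0.2 uM solution) was preincubated with compound for 10 min at ambient temperature in 50 mM HEPES pH 7.5, 50 mM NaCl, 5 uM MgCl2, 0.05% BSA, 1 mM DTT. OMFP (added at 50 uM) then reacted 10 min; fluorescence read at 485/525 nm.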
PTAP TSG101 blk: qHTS Assay for Iinhibitors of HIV-1 Budding by Blocking the Interaction of PTAP/TSG101 | Tumor susceptibility gene 101 protein (Homo sapiens), Q99816 | Potency, µM (titrated, usually from 115 µM), for the others: top-dose activity change, negative = inhibition, most hits filed as inhibitors | 340,000 tested, under 10 active | Fluorescence polarization, FITC-PTAP peptide / Tsg101 binding; active = well fitted inhibition curve with a large enough effect in the main read-out, with a control signal flat, not every such curve was filed as active; inconclusive = small, poorly fitted or top-dose-only effect, or effect the other way, or a change in a side signal; inactive = no such curve, though single readings can be large or run the other way; note: potency is the fitted concentration of half-maximal effect; % of control where 0% means no effect
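Compounds were pin-transferred onto Tsg101 binding domain (10 uM final) in HEPES pH 7.5 buffer, then FITC-PTAP peptide was added at 50 nM final. After 20 min at RT, polarization reported peptide displacement across a qHTS concentration series.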
USP2a block: qHTS Assay for Inhibitors of Ubiquitin-specific Protease USP2a Using CHOP2 as the Reporter | USP2 core, Ub-CHOP2 coupled fluorogenic reporter, 485/531 | Potency, µM (titrated, usually from 38.3 µM), for inactives: at the highest dose activity change, negative = inhibition, most hits filed as inhibitors | hit rate 0.01% among 330,000;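 note: potency is the fitted concentration of half-maximal effect; plate controls were DMSO wells for no effect and full inhibition by NEM control for full effect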
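USP2 core (10nM final) preincubated 30min RT with compound in 20mM Tris-HCl pH 8.0, 2mM CaCl2, 2mM beta-mercaptoethanol, 0.05% CHAPS; 25nM Ub-CHOP2 plus 25nM reporter substrate added, fluorescence (Ex485/Em531) read after 60min.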
ASM inhibitor: Inhibitors of Secretory Acid Sphingomyelinase (S-ASM): qHTS; Sphingomyelin phosphodiesterase (Homo sapiens), P17405; placental ASM, HMU-PC fluorogenic substrate, 60 min; Potency, µM (top dose mostly 57.5 µM), without a hit: at the top dose activity change, negative = inhibition, usual class: inhibitors; hit rate 0.006% among 340,000; note: potency is the fitted concentration of half-maximal effect
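Steps: dispense placental human ASM, pin compound, wait 10 min at room temperature, add HMU-PC0 substrate at 9 uM final, incubate 60 min at 37 °C, add stop solution raising pH to 10, read fluorescence.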
Starred values were filed as active, the others as inactive; ? = inconclusive; / = no result given; [ ] = dose if it differs, or a comment. Unless noted, calls come from the whole dose curve; as a rule, active = well fitted curve in the direction sought with a large enough effect; inconclusive = small, poorly fitted or top-dose-only effect, or another doubt; inactive = no such curve, though single readings can be large; an effect the other way counts as inactive or inconclusive.

cpd	Compound	B2AR arrestin	uPA generation	ELG1 genotoxic	BRCA1 expr act	a7 integrin act	p53 reactivator
1	O=C(NNC(=O)C1CCC1)c1ccccc1	-0.2%	13%	7%	-16%	9%	3%
2	CN(Cc1ccccc1)C(=O)c1ccc(NC(=O)Cc2ccc(NC(=O)C3CCCN(S(=O)(=O)c4cccc([N+](=O)[O-])c4)C3)cc2)cc1 (stereo not given)	/	0%	/	-18%	-6%	/
3	COc1ccc(CC(=O)NC(C)c2ccc(Cl)c(Cl)c2)cc1S(=O)(=O)N1CCOCC1 (stereo not given)	/	1%	/	-13%	13%	/
4	Cc1cccc(OCCCC(=O)NNC(=O)c2ccc(F)cc2)c1	-0.1%	10%	4%	22%	7%	-1%
5	Cc1cc(C)nc(-n2nc(C)c(Sc3ccc(F)cc3)c2N)n1	0.4%	-1%	?	7.1µM*	-11%	?
6	COC(=O)c1[nH]c2cc(OC)ccc2c1NC(=O)CCN1CCSCC1	0.0%	0%	1%	1%	7%	1%
7	CN1CCN(c2ccc(NC(=O)CN3CCOCC3)cc2F)CC1	-0.5%	-1%	0%	-1%	-12%	3%
8	O=C(Cn1cnc2ccccc21)N/N=C/c1cccc([N+](=O)[O-])c1	-0.2%	-3%	-2%	-4%	19%	-2%
9	O=C1c2ccccc2C2(c3ccccc3)N1CCN2C(=O)C(Cl)(Cl)Cl (stereo not given)	0.0%	-9%	0%	-71%	9%	-4%
10	Cc1cc(C)n2nc(SCc3nc4ccccc4[nH]3)nc2n1	-0.4%	-6%	26%	45%	1%	-2%
11	Cc1cc(C)cc(C(=O)NC(=S)Nc2ccc(Cc3ccncc3)cc2)c1	-1.0%	-14%	-1%	-39%	2%	-4%
12	COc1ccc(CNC(=O)c2csc(Cc3ccc(OC)cc3)n2)cc1	-0.2%	7%	-5%	5%	19%	5%
13	O=[N+]([O-])c1cc(O)c2ncccc2c1	6.5%	-12%	-10%	-72%	-56%[inhibitor]	22%
14	FC(F)(F)c1nc(N2CCN(c3ccccc3)CC2)nc2c1CCCCC2	-0.2%	2%	1%	-66%	0%	-7%
15	CCCCOc1ccc(C(=O)NNC(=O)C2C3C=CC(C3)C2C(=O)O)cc1 (stereo not given)	-0.3%	-17%	-2%	10%	-11%	2%

cpd	TRPV1 agonist	Eya2 phos inh	PTAP TSG101 blk	USP2a block	ASM inhibitor
1	2	18%	-9%	4%	-3%
2	/	/	-8%	/	4%
3	/	/	1%	/	-1%
4	3	23%	1%	0%	3%
5	-4	0%	-17%	-3%	-6%
6	8	0%	-7%	3%	1%
7	-8	-6%	0%	0%	7%
8	1	9%	-1%	0%	-2%
9	23	-2%	2%	4%	-1%
10	5	11%	-1%	1%	-2%
11	5	-13%	-4%	0%	-5%
12	/	-1%	-3%	3%	-3%
13	-2	7%	-6%	2%	3%
14	2	0%	-2%	-1%	-8%
15	2	-9%	1%	3%	3%

4 compounds already listed, ordered by the number in uPA generation, smallest number first:
cpd | smiles | B2AR arrestin | uPA generation | a7 integrin act | p53 reactivator | TRPV1 agonist | Eya2 phos inh | PTAP TSG101 blk | USP2a block | ASM inhibitor
15 | CCCCOc1ccc(C(=O)NNC(=O)C2C3C=CC(C3)C2C(=O)O)cc1 (stereo not given) | -0.3% | -17% | -11% | 2% | 2 | -9% | 1% | 3% | 3%
11 | Cc1cc(C)cc(C(=O)NC(=S)Nc2ccc(Cc3ccncc3)cc2)c1 | -1.0% | -14% | 2% | -4% | 5 | -13% | -4% | 0% | -5%
13 | O=[N+]([O-])c1cc(O)c2ncccc2c1 | 6.5% | -12% | -56%[inhibitor] | 22% | -2 | 7% | -6% | 2% | 3%
10 | Cc1cc(C)n2nc(SCc3nc4ccccc4[nH]3)nc2n1 | -0.4% | -6% | 1% | -2% | 5 | 11% | -1% | 1% | -2%

Back to the main list, repeating the two entries before the break.
cpd	Compound	B2AR arrestin	uPA generation	ELG1 genotoxic	BRCA1 expr act	a7 integrin act	p53 reactivator
14	FC(F)(F)c1nc(N2CCN(c3ccccc3)CC2)nc2c1CCCCC2	-0.2%	2%	1%	-66%	0%	-7%
15	CCCCOc1ccc(C(=O)NNC(=O)C2C3C=CC(C3)C2C(=O)O)cc1 (stereo not given)	-0.3%	-17%	-2%	10%	-11%	2%
16	CC1(C)CC(N2CCC(=O)N(C3CC(C)(C)NC(C)(C)C3)C2)CC(C)(C)N1	0.1%	-2%	3%	5%	13%	-1%
17	CCOC(=O)C1NN=C(C(=O)c2ccccc2)C1c1ccc(Cl)cc1 (stereo not given)	-0.2%	-2%	1%	-32%	-9%	12%
18	O=C(COC(=O)c1cc(Cl)nc(Cl)c1)NCc1ccc2c(c1)OCO2	0.3%	0%	2%	-14%	-23%	6%
19	CCC(=O)N1c2ccc(S(=O)(=O)CCC(=O)N3CCn4c3nc3ccccc34)cc2CC1C (stereo not given)	0.4%	-8%	2%	-80%	-35%	8%
20	COc1cc(C(=O)Nc2cccc(-c3nncn3C)c2)cc(OC)c1OC	-0.2%	11%	8%	3%	18%	?
21	COc1ccc(CN2CCN(C(C)C)C(CCO)C2)cc1Cn1cccn1 (stereo not given)	-0.5%	-3%	0%	-24%	9%	-2%
22	CS(=O)(=O)Nc1ccc(C(=O)NCCSC2CCCCC2)cc1	-0.3%	/	0%	5%	13%	5%
23	Oc1ccccc1Oc1ncc(Br)c(N2CCOCC2)n1	-0.1%	-3%	1%	-5%	2%	-16%
24	CC1=NN(c2ccccc2)C(=O)C1C(=O)c1cc([N+](=O)[O-])cc([N+](=O)[O-])c1 (stereo not given)	-0.9%	1%	-3%	-24%	0%	6%
25	O=C(CCCCCn1c(=O)[nH]c2ccsc2c1=O)N1CCN(C2CCCCC2)CC1	0.5%	-5%	0%	-4%	-2%	?
26	CC(C)c1ccccc1NC(=O)COc1ccc(C(=O)NCCc2ccccc2)cc1	-2.2%	-3%	6%	-32%	0%	-28%
27	N/C(=N\OC(=O)CCCOc1ccc(Cl)cc1Cl)c1ccncc1	-0.6%	8%	0%	5%	-19%	10%
28	CCOc1ccc(NC(=O)CSc2ccc(-c3cccnc3)nn2)cc1	0.0%	0%	-5%	3%	22%	1%
29	COC(=O)c1ccc(COc2cccnc2[N+](=O)[O-])cc1	0.2%	-1%	22%	16%	?	14%
30	O=C(c1ccc(C(=O)N2CCOCC2)nc1)N1CCOCC1	0.0%	0%	-1%	0%	-9%	8%
31	Cc1onc(-c2ccccc2Cl)c1C(=O)Nc1cccc(-c2cn3cccnc3n2)c1	-0.1%	14%	-13%	-47%	-9%	-28%
32	CN(C(=O)CSc1nnc2ccccn12)C1CCS(=O)(=O)C1 (stereo not given)	-0.1%	5%	0%	-8%	11%	1%

cpd	TRPV1 agonist	Eya2 phos inh	PTAP TSG101 blk	USP2a block	ASM inhibitor
14	2	0%	-2%	-1%	-8%
15	2	-9%	1%	3%	3%
16	-1	-5%	-1%	-1%	7%
17	17	-15%	-1%	0%	-3%
18	/	0%	-2%	3%	-1%
19	0	-6%	-1%	0%	0%
20	-1	14%	-2%	-2%	1%
21	-6	-1%	-3%	0%	0%
22	?	18%	1%	3%	-9%
23	-1	-3%	-3%	-4%	0%
24	-2	-4%	0%	1%	9%
25	/	6%	-4%	-1%	2%
26	-1	-13%	-2%	2%	0%
27	19	-22%	0%	3%	-1%
28	3	11%	1%	3%	-2%
29	7	4%	-6%	-2%	-2%
30	1	-5%	-8%	0%	5%
31	-1	1%	/	1%	323%[activator]
32	-1	3%	-1%	2%	3%

From PubChem BioAssay
